# Screening data: PubChem BioAssay, Sanford-Burnham Center for Chemical Genomics
# tim23-1 inh = growth inhibitors of tim23-1 mutant yeast. actives 1.3% (n = 330,000). S. cerevisiae tim23-1 growth, BacTiter-Glo luminescence, 24 h. inhibition, % at 20 µM;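 active = growth inhibition of the mutant yeast at or above 50%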;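 also: temperature-sensitive mutant grown at 25 °C; plate controls were DMSO-treated mutant yeast for no effect and medium wells lacking yeast for full effect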
# TIM10 inh = inhibits growth of TIM10 yeast strain; S. cerevisiae TIM10 strain growth, BacTiter-Glo luminescence, 24 h; inhibition, % at 10 µM; actives 1.4% (n = 330,000);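 active = inhibition of 40% or more at the single tested concentration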;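 also: wild-type TIM10 isogenic control strain grown at permissive 25 °C; 0% = DMSO yeast wells and 100% = minimal medium wells without yeast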
# XBP1 UPR activ = adaptive UPR (XBP1) activation; activation, % at 20 µM; actives 0.33% (n = 330,000); CHO-XBP1 luciferase reporter, IRE1-XBP1 UPR activation, luminescence; percent of tunicamycin response, DMSO as zero;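 active = versus positive control, 20 µM dose yields 30% or more activation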;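 also: 100% = tunicamycin at 10 µg/mL and 0% = DMSO only wells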
#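 assay system = CHO-XBP1 luciferase reporter cells | amount = 1000 cells/well | buffer or medium = F12 plus 10% FBS | compound dosing = single point, 20 µM final compound, 1% DMSO | incubation = 16-18 h cell attachment at 37 °C, then 6 h compound exposure | detection = Steady-Glo luminescence read | controls = tunicamycin 10 µg/mL and vehicle-only wells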
# tim10-1 inh = growth inhibitors of tim10-1 mutant yeast. S. cerevisiae tim10-1 ts strain growth, BacTiter-Glo, 24 h. inhibition, % at 20 µM. actives 2.2% (n = 330,000);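 active = inhibition of at least 40%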;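 also: mutant grown at 25 °C; 0% = DMSO wells with yeast and 100% = wells holding no yeast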
# 697 NFkB inh = lowers PMA/ionomycin-induced NF-kB signal in 697 B cells; actives 0.33% (n = 330,000); inhibition, % at 4 µM; 697 B-cell NF-kB luciferase reporter, 16 h; in the data active = inhibition above about 35%
# UPR CHOP act = activators of apoptotic arm of unfolded protein response (CHOP); activation, % at 10 µM; AID 449763; actives 0.34% (n = 330,000); CHO-CHOP luciferase reporter, UPR activation, luminescence; percent of tunicamycin response over DMSO baseline;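 active = at 10 µM dose, activation of 40% or more, normalized to positive control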;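 also: 100% = tunicamycin at 10 µg/mL and 0% = DMSO alone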
#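 assay system = CHO CHOP reporter cells | amount = 500 CHO-CHOP cells per well | buffer or medium = F12 with 10% FBS | incubation = 16-18 h cell attachment, then 6 h compound exposure, 37 °C | detection = luminescence read with Steady-Glo | read-out = percent activation relative to tunicamycin control | controls = tunicamycin high control, DMSO low control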
# Jurkat NFkB inh = lowers PMA/ionomycin-induced NF-kB signal in Jurkat cells; PMA/ionomycin-induced NF-kB luciferase reporter, luminescence; inhibition, % at 4 µM; actives 0.53% (n = 330,000); AID 435003; in the data active = inhibition above about 50%
# Mdm2 MdmX PPI = inhibitors of human Mdm2/MdmX interaction. inhibition, % at 8 µM. actives 3% (n = 330,000). SaOS-2 split-luciferase Mdm2/MdmX complementation, luminescence. O15151+Q00987;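 active = inhibition of at least 50% at 8 µM in the primary screen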
# Target sequence (O15151 whole entry, looked up): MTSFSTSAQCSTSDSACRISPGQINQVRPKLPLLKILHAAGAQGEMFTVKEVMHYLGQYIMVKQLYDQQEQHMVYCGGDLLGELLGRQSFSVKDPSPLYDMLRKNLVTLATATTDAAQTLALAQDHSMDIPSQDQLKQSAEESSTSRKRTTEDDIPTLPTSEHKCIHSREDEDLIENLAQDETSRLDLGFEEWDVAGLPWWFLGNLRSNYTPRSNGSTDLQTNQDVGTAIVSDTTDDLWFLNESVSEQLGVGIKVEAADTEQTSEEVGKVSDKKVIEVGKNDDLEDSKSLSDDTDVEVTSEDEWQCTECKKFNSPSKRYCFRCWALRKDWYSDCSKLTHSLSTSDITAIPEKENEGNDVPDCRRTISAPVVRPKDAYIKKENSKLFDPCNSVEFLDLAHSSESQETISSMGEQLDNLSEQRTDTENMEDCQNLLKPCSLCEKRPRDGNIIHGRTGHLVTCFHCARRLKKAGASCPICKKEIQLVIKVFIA
# Target sequence (Q00987 whole entry, looked up): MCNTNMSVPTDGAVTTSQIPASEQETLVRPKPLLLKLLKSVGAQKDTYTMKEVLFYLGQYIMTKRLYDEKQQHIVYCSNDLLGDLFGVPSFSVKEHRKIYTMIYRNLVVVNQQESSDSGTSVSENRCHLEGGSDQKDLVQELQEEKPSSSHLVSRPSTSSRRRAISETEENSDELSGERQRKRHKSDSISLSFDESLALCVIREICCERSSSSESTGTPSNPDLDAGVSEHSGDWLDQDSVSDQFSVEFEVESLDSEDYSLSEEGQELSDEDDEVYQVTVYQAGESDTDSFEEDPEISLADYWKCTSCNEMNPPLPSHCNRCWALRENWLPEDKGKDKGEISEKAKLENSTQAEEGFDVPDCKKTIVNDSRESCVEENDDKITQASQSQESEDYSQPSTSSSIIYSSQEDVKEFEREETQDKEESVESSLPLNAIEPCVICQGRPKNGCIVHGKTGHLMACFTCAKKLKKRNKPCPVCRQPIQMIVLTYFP
# Starred values were filed as active, the others as inactive.
SMILES,tim23-1 inh,TIM10 inh,XBP1 UPR activ,tim10-1 inh,697 NFkB inh,UPR CHOP act,Jurkat NFkB inh,Mdm2 MdmX PPI
Cc1ccc(-c2nn(CC(=O)N(C)C)c(=O)c3ccccc23)cc1S(=O)(=O)N(C)C,-7,1,-4,-9,15,-2.3,4,21
O=C(CSc1nnc(NC(=O)c2ccco2)s1)Nc1ccccc1F,13,16,1,-2,7,0.5,3,-3
COc1ccc(NC(=O)c2cccc3cccnc23)cc1S(N)(=O)=O,0,24,0,-4,-4,-0.3,-24,13
Cc1ccc(NC(=O)c2cc(=O)[nH]c3ccccc23)cc1,-3,-8,-3,-6,2,0.9,-28,12
O=C(c1ccco1)N1CCN(Cc2cc(=O)oc3cc(O)ccc23)CC1,16,11,1,3,16,-0.6,3,6
Cc1cccc(CSc2cn(CC(=O)N3CCOCC3)c3ccccc23)c1,24,8,3,19,-62,7.7,-37,-207
O=C(COc1ccc(C(=O)c2ccc(F)cc2)cc1)Nc1cccc(S(=O)(=O)N2CCOCC2)c1,13,6,-4,25,-31,-0.5,-14,8
COc1nc(C)ccc1-c1noc(-c2cccs2)n1,11,11,0,3,-183,4.1,-121,-93
CCN(CC)c1ccc(NC(=O)c2ccc(Br)o2)c(C)c1,29,1,2,36,-7,-0.9,-22,23
COc1cc(C(=O)NCCC(=O)N2CCCCC2)cc(OC)c1OC,-1,12,-3,6,15,0.3,-1,-22
CN(CCc1ccccc1)C(=O)c1cc(COc2ccc(F)cc2Cl)on1,31,-9,-3,36,-37,11,-21,-18
COc1ccc2[nH]c(=O)c(CN(Cc3cccs3)C(=S)NCC3CCCO3)cc2c1 (centres undefined),12,4,-2,15,-7,2.0,2,19
Cc1scc(-c2n[nH]c(=S)n2Cc2ccccc2)c1C,36,21,3,26,-18,-0.4,0,-30
COC(=O)c1ccc(N2C(=O)CC(N3CCC(O)(c4ccc(Br)cc4)CC3)C2=O)cc1 (centres undefined),14,27,0,40,-2,-0.1,-4,-6
CC(=O)C1=C(C)NC(=O)CC1c1ccc(F)cc1 (centres undefined),-3,-9,-2,-8,5,1.2,9,7
O=c1cc(CN2CCC(Cc3ccccc3)CC2)nc2sccn12,2,-1,-1,6,14,-0.8,-10,3
Cc1cc(OCCN2CCCC2)ccc1C(C)C,-1,-15,4,5,2,-1.4,-30,-3
Cc1ccc(NC(=O)C(C)OC(=O)Cn2[nH]c(=O)c3ccccc3c2=O)cc1 (centres undefined),-5,-9,4,-13,-7,1.5,4,12
CCOc1ccc(S(=O)(=O)N2CCCC(C(=O)Nc3cccc(C)c3)C2)cc1 (centres undefined),14,26,0,2,-3,0.9,-1,33
COc1cc(NC(=O)c2cccs2)c(OC)cc1NC(=O)CCC(=O)Nc1ccc(C)cc1,8,14,-3,-6,9,1.4,20,6
S=C1NC2(CCCCC2)Cc2ccccc21,45,19,4,26,-19,-0.4,2,-3
COC(=O)C1=C(C)NC(C)=C(C(=O)OC)C1C(=O)OCc1nc2cc(C(=O)OC)ccc2c(=O)[nH]1,8,7,1,-7,16,0.1,-14,-17
Cc1cc(C)n(-c2ncc3c(n2)N(CCO)CCOC3=O)n1,-5,-11,1,2,-2,-1.2,-5,6
CSCCC(NS(=O)(=O)c1ccc(C)cc1)C(=O)N1CC=C(c2ccccc2)CC1 (centres undefined),-2,-5,0,-13,-3,-0.6,23,-8
COc1ccccc1CNC(=O)COC(=O)CSc1ccc(C)c(C)c1,-12,5,-4,-4,21,0.4,3,23

# For reference, part of the list above.
SMILES,tim23-1 inh,TIM10 inh,XBP1 UPR activ,tim10-1 inh,697 NFkB inh,UPR CHOP act,Jurkat NFkB inh,Mdm2 MdmX PPI
COc1cc(C(=O)NCCC(=O)N2CCCCC2)cc(OC)c1OC,-1,12,-3,6,15,0.3,-1,-22
CN(CCc1ccccc1)C(=O)c1cc(COc2ccc(F)cc2Cl)on1,31,-9,-3,36,-37,11,-21,-18
COc1ccc2[nH]c(=O)c(CN(Cc3cccs3)C(=S)NCC3CCCO3)cc2c1 (centres undefined),12,4,-2,15,-7,2.0,2,19
Cc1scc(-c2n[nH]c(=S)n2Cc2ccccc2)c1C,36,21,3,26,-18,-0.4,0,-30
COC(=O)c1ccc(N2C(=O)CC(N3CCC(O)(c4ccc(Br)cc4)CC3)C2=O)cc1 (centres undefined),14,27,0,40,-2,-0.1,-4,-6
CC(=O)C1=C(C)NC(=O)CC1c1ccc(F)cc1 (centres undefined),-3,-9,-2,-8,5,1.2,9,7
O=c1cc(CN2CCC(Cc3ccccc3)CC2)nc2sccn12,2,-1,-1,6,14,-0.8,-10,3
Cc1cc(OCCN2CCCC2)ccc1C(C)C,-1,-15,4,5,2,-1.4,-30,-3
Cc1ccc(NC(=O)C(C)OC(=O)Cn2[nH]c(=O)c3ccccc3c2=O)cc1 (centres undefined),-5,-9,4,-13,-7,1.5,4,12
CCOc1ccc(S(=O)(=O)N2CCCC(C(=O)Nc3cccc(C)c3)C2)cc1 (centres undefined),14,26,0,2,-3,0.9,-1,33
COc1cc(NC(=O)c2cccs2)c(OC)cc1NC(=O)CCC(=O)Nc1ccc(C)cc1,8,14,-3,-6,9,1.4,20,6
S=C1NC2(CCCCC2)Cc2ccccc21,45,19,4,26,-19,-0.4,2,-3
COC(=O)C1=C(C)NC(C)=C(C(=O)OC)C1C(=O)OCc1nc2cc(C(=O)OC)ccc2c(=O)[nH]1,8,7,1,-7,16,0.1,-14,-17
Cc1cc(C)n(-c2ncc3c(n2)N(CCO)CCOC3=O)n1,-5,-11,1,2,-2,-1.2,-5,6
CSCCC(NS(=O)(=O)c1ccc(C)cc1)C(=O)N1CC=C(c2ccccc2)CC1 (centres undefined),-2,-5,0,-13,-3,-0.6,23,-8
COc1ccccc1CNC(=O)COC(=O)CSc1ccc(C)c(C)c1,-12,5,-4,-4,21,0.4,3,23

# Next section:
SMILES,tim23-1 inh,TIM10 inh,XBP1 UPR activ,tim10-1 inh,697 NFkB inh,UPR CHOP act,Jurkat NFkB inh,Mdm2 MdmX PPI
O=C(Nc1cccc(NC(=O)C2CC3CCCC(C2)C3=O)n1)C1CC2CCCC(C1)C2=O (centres undefined),1,1,-2,-2,-9,0.8,11,14
O=c1[nH]c2ccc(S(=O)(=O)NCCO)cc2[nH]1,-6,-1,1,-4,8,0.2,10,8
CCOC(=O)c1cc(C(=O)c2cc(Br)ccc2O)coc1=N,18,-7,-2,-1,10,1.6,22,22
O=C(NNC(=S)Nc1ccccc1)C1CC1,24,7,1,26,-27,1.1,-3,-6
Cc1ccccc1OCc1nnc(SCC(=O)NCc2ccco2)n1C,7,12,-3,2,5,-0.8,0,-5
Nc1ccc2c(c1)C(=O)c1ccccc1-2,19,5,4,3,19,1.9,-21,32
Cc1ccccc1-c1nc(CN2CCN(C(=O)c3ccco3)CC2)c(C)o1,18,9,-5,7,10,0.2,8,13
O=C(O)c1ccc(CSc2ccccn2)cc1,22,-2,-2,20,2,-0.5,-11,3
CC(C)CC(=O)NC(NC(=S)Nc1sc2c(c1C#N)CCCC2)C(Cl)(Cl)Cl (centres undefined),16,7,-1,13,-27,1.7,4,48
C=CCn1cnc2scc(-c3ccc(OC)cc3)c2c1=O,22,7,-3,22,12,3.1,0,18
COC(=O)Cc1c(O)ccn(CCc2ccccc2)c1=O,17,6,3,-8,9,0.2,-1,5
O=[N+]([O-])c1ccc(O)c(/C=N/Nc2ccccc2Cl)c1,14,3,2,19,-63,1.8,-21,42
CCCC(=O)Nc1ccc(C(=O)COC(=O)C2CC2C)cc1 (centres undefined),30,1,-3,11,-12,0.8,-65,-65
Cc1cccc(NC(=O)CSCC(=O)N(C)Cc2ccc(Cl)c(Cl)c2)c1,4,-34,-1,6,-4,-1.3,1,-3
COc1ccccc1CNCC(=O)Nc1ccc(C(F)(F)F)cc1,25,-4,2,19,4,1.2,2,-16
O=C(Cc1ccccc1F)NCC(=O)Nc1ccccc1Br,-1,-5,-3,-9,6,8.0,-15,-4
CCN(CC)c1ccc(/C=N/NC(=O)c2ccc3nc[nH]c3c2)c(O)c1,4,-5,1,-7,-18,-3.1,55*,73*
C[C@H](NC(=O)N1CCn2c1nc1ccccc12)C(=O)NCc1ccco1,10,2,-4,16,-2,-2.1,14,7
Cc1cc(C(=O)Nc2c(C)n(C)n(-c3ccccc3)c2=O)c(C)o1,-8,-1,3,9,12,-0.1,-1,12
CC(C(=O)Nc1ccc2c(c1)OCO2)N1CCN(C)CC1 (centres undefined),-18,-1,0,1,8,-1.1,14,-27
CCN(C(=O)c1cc(S(=O)(=O)N2CCc3ccccc32)cn1C)c1ccccc1,33,14,-2,32,-2,3.6,13,1
COc1ccc(C(C(=O)NC2CCCCC2)N(C(=O)c2ccccn2)c2cccnc2)c(OC)c1 (centres undefined),9,-3,-5,14,-1,1.4,-3,-13
CC(CN)(NS(=O)(=O)c1ccccc1)c1ccccc1 (centres undefined),-6,-2,-1,-6,11,-0.6,-1,19
CC(C)C(NC(=O)Cc1ccccc1[N+](=O)[O-])C(C)C,7,-3,1,-2,-6,0.8,3,7
O=C(/C=C/c1ccc(Cl)cc1)Nc1ccc(N2CCCCC2)cc1,-1,10,-3,0,-31,-0.8,-23,-10

# A draw from above in order of heavy-atom count, low to high.
SMILES,tim23-1 inh,TIM10 inh,XBP1 UPR activ,tim10-1 inh,697 NFkB inh,UPR CHOP act,Jurkat NFkB inh,Mdm2 MdmX PPI
O=c1cc(CN2CCC(Cc3ccccc3)CC2)nc2sccn12,2,-1,-1,6,14,-0.8,-10,3
Cc1ccccc1OCc1nnc(SCC(=O)NCc2ccco2)n1C,7,12,-3,2,5,-0.8,0,-5
O=C(COc1ccc(C(=O)c2ccc(F)cc2)cc1)Nc1cccc(S(=O)(=O)N2CCOCC2)c1,13,6,-4,25,-31,-0.5,-14,8

# Additional structures:
SMILES,tim23-1 inh,TIM10 inh,XBP1 UPR activ,tim10-1 inh,697 NFkB inh,UPR CHOP act,Jurkat NFkB inh,Mdm2 MdmX PPI
CCN(CC)S(=O)(=O)c1cccc(NC(=O)COc2ncnc3sccc23)c1,-1,3,-4,-7,1,-0.2,8,4
CCN(c1ccccc1)S(=O)(=O)c1ccc(C(C(=O)OC)C(=O)OC)c([N+](=O)[O-])c1,7,8,-1,16,14,1.6,-4,13
CC(C)C[C@H](NC(=O)c1nc[nH]c1C(=O)N1CCC(C)CC1)C(=O)OC(C)(C)C,30,20,-3,22,-6,0.2,8,4
O=C(OCCOCn1cc(Br)c(=O)[nH]c1=O)c1ccccc1,-16,-13,-4,-14,-4,1.3,-17,16
COc1ccccc1/C=C/C=C1\Oc2c(ccc(O)c2CN(C)C)C1=O,19,2,-1,-9,10,6.4,2,61*
CCCOc1ccc(N2C(=O)CC(NCC(=O)OCC)C2=O)cc1 (centres undefined),16,30,-4,18,-13,0.5,-10,11
Cc1ccc(OCC(=O)NNC(=O)Cn2nnc(-c3ccccc3)n2)cc1,-5,4,-1,5,14,0.2,0,-7
CC(=O)Nc1cccc(NC(=O)Nc2cccc(Cl)c2C)c1,-4,3,-1,16,6,0.5,-7,-3
COc1ccc(C2CC(c3ccccc3)=NN2c2ccc(/C=N/NC(=O)c3ccncc3)cc2)cc1 (centres undefined),10,3,6,10,0,2.1,-3,8
CCC1CCCCN1CCCNC(=O)c1cn(CC)c2ccc(S(=O)(=O)N3CCc4ccccc4C3)cc2c1=O (centres undefined),-1,13,4,-5,5,0.5,13,90*
